SMARCA2 act = SMARCA2 function activation, primary screen; AID 652017; activation, % at 9.1 µM; MG213 cells, MMTV-luciferase reporter, dexamethasone, overnight; actives 1% (n = 370,000); in the data active = activation above about 7.8%;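 also: 0% = vehicle wells and 100% = reference activator wells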
hgDAF12 agonist = activates the H. glycines DAF-12 receptor ligand-binding domain; HEK293 GAL4-hgDAF12 UAS-luciferase reporter, agonist luminescence; normalized to butyrate control; activation, % at 6.8 µM; actives 1.8% (n = 370,000); AID 687014;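 active = activation above a cutoff set at the mean of all screened compounds plus 3 SD, cut at about 10% in these data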;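 also: 0% = DMSO wells and 100% = sodium butyrate wells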
NPR2 activator = GC-B (human) receptor activation | AID 1920062 | actives 0.11% (n = 370,000) | activation, % at 10 µM | HEK293-GC-B cells, CNP EC30, cGMP TR-FRET; 0% at EC30 CNP, 100% saturating CNP;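 active = activation at 10 µM reaching about 35% in either raw or pattern-adjusted values, limit read from the data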
HGIII-sPLA2 inh = Inhibits HGIII-sPLA2 liposome hydrolysis, primary screen; AID 743126; QFRET BODIPY PC-A2 liposome hydrolysis, fluorescence; actives 0.56% (n = 370,000); inhibition, % at 12.2 µM; Q9NZ20;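 active = inhibition above mean plus 3 SD of compounds lying within the high and low control bounds, cut at about 19% in these data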;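 also: 0% = median of test compound wells and 100% = no enzyme DMSO wells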
Target sequence (Q9NZ20 whole entry, looked up): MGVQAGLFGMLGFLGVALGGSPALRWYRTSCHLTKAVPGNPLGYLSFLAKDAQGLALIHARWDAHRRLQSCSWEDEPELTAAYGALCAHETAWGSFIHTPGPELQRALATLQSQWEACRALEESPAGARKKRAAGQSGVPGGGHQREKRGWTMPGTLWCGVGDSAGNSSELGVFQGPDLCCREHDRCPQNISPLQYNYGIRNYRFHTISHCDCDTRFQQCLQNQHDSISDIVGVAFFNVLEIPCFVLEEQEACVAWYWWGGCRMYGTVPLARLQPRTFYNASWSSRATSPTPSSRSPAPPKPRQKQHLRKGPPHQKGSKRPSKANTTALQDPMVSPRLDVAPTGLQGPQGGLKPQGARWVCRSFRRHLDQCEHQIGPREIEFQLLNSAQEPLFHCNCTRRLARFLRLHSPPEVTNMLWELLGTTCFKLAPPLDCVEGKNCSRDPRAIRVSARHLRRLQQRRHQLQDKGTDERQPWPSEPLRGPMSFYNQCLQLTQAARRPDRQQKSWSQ
DAX1 inh-1 = inhibitors of DAX1 repression of SF-1 activated StAR promoter | HEK293T StAR-luciferase reporter, SF-1/DAX-1 repression relief | inhibition, % at 6.8 µM | actives 1.1% (n = 370,000) | AID 652010;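 active = inhibition above the mean over all tested compounds plus 3 SD, cut at about 3.6% in these data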;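 also: 0% = DAX-1 cells with DMSO and 100% = cells lacking DAX-1 with DMSO; higher inhibition means more luminescence from relief of DAX-1 repression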
ADAM10 inh = inhibits human ADAM10. AID 720582. actives 0.62% (n = 370,000). inhibition, % at 7 µM. recombinant ADAM10, EDANS/DABCYL FRET peptide cleavage, 3 h;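 active = inhibition above a per-campaign cutoff equal to the mean of compounds falling between control-based bounds plus 3 SD, cut at about 20% in these data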;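 also: 0% = DMSO wells while the 100% control is not disclosed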
GC-A act = GC-A (human) enzyme activation; AID 1671463; actives 0.14% (n = 370,000); P16066; activation, % at 10 µM; HEK293 GC-A cells, cGMP TR-FRET, EC30 ANP; 0% at EC30 ANP, 100% saturating ANP; in the data active = activation above about 40%
DAX1 inh-2 = NR0B1 (DAX1) inhibition | P51843 | HEK293 Gal4-DAX1 luciferase reporter, luminescence | inhibition, % at 6.75 µM | actives 0.99% (n = 340,000) | AID 504766;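 active = inhibition above the mean over all tested compounds plus 3 SD, cut at about 4.2% in these data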;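 also: 0% = DAX1-transfected cells with DMSO and 100% = empty-vector control cells with DMSO; inhibition shows as a rise in luminescence from relieved DAX1 repression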
Target sequence (P51843 207-470 limits assumed): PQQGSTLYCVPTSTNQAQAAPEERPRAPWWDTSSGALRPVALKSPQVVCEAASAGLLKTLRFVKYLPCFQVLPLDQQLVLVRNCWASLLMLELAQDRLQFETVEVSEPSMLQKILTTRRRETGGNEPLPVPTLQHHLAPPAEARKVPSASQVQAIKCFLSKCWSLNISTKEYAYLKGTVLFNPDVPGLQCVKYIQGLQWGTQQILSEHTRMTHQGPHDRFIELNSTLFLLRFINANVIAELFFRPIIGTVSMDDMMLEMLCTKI
ssDAF12 agonist = activators of S. stercoralis DAF-12 nuclear receptor. HEK293 ssDAF-12/GRIP1 lit1-tk-luc reporter, luminescence; % of 3 µM dafachronic acid response. activation, % at 6.8 µM. actives 1% (n = 370,000). AID 652126;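 active = activation above the mean over all tested compounds plus 3 SD, cut at about 0.9% in these data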;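 also: 0% = DMSO-only wells and 100% = 3 µM delta7-dafachronic acid wells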
hcDAF-12 act = H. contortus DAF-12 activation, primary screen; HEK293 hcDAF-12 lit1-tk-luc reporter, luminescence; 0% DMSO, 100% Δ7-dafachronic acid; activation, % at 6.8 µM; actives 1.4% (n = 370,000);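 active = activation above the mean of all tested compounds plus 3 SD, cut at about 5.5% in these data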;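 also: 100% = response to 3 µM Δ7-dafachronic acid high control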
FXN GAA850 act = increases GAA850 frataxin promoter reporter activity. HEK293 lucGAA850 FXN promoter luciferase reporter, 24 h; percent of 10 µM SAHA response. activation, % at 6 µM. actives 0.56% (n = 360,000);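 active = activation above the average of all compounds screened plus 3 SD, cutoff fixed separately per campaign, cut at about 7.5% in these data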;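 also: 0% = DMSO wells and 100% = 10 µM SAHA wells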
The depositor's hits bear a star; i = inactive; . = not tested or not shown.

SMILES	SMARCA2 act	hgDAF12 agonist	NPR2 activator	HGIII-sPLA2 inh	DAX1 inh-1	ADAM10 inh	GC-A act	DAX1 inh-2	ssDAF12 agonist	hcDAF-12 act	FXN GAA850 act
Cc1ccc(C)c(N2CN(Cc3cccnc3)CNC2=S)c1	-1	-2.3	-1	20*	0.2	2	-2	-0.8	-1.0	-1.1	0.3
COc1cc(C=NNC(=O)c2cccnc2)ccc1OC(=O)c1ccccc1F	-1	1.9	5	-4	2.0	1	5	1.5	-1.3	-0.5	-0.8
CSc1nc(-c2ccccc2)nc2c1COC(C)(C)C2	1	-1.0	-4	-6	-0.7	2	-3	0.1	-0.6	-1.2	1.1
CN(C)c1cccc(C(=O)NNC(=O)CN2C(=O)C3CC=CCC3C2=O)c1 (centres undefined)	6	14*	-2	-2	3.1	-25	-1	5.7*	-0.7	3.7	3.3
CCc1nc2ccccc2n1CC1CC1(Cl)Cl (centres undefined)	1	0.1	8	-1	-0.1	-6	3	-0.5	-1.9	0.0	0.1
O=C(Nc1nnc(-c2ccc3c(c2)CCCC3)o1)c1ccccc1Cl	-3	5.0	0	2	-0.3	-9	0	0.9	-1.2	-1.1	0.0
COC(=O)C1CCCCN1C(=O)CCc1nnc(CCc2c[nH]c3ccccc23)o1 (centres undefined)	4	-0.5	2	-32	-0.3	8	-2	-0.3	-1.0	0.6	-0.5
CCCCCCOc1ccc(C(=O)O)cc1C#N	-4	1.7	0	7	-0.9	-9	-4	-1.0	-1.2	-1.3	0.4
CCOC(=O)c1sc(/N=C/c2ccc(O)cc2O)cc1C	0	-1.7	2	5	-0.7	3	0	1.4	-1.2	-0.8	2.2
CC(C)(C)C(=O)Cn1c[n+](N)cn1	1	0.8	-1	-1	0.7	4	0	-0.3	-1.2	-0.5	1.5
COc1ccc(C(=O)Nc2nc(-c3ccc([N+](=O)[O-])cc3)c(-c3ccc(OC)cc3)s2)cc1	-2	-3.8	3	4	0.0	-5	-1	-0.3	-0.6	0.4	0.6
Cc1cccc(C(=O)NCC2CCCO2)c1 (centres undefined)	2	2.6	2	5	0.4	-6	4	0.0	-0.9	0.1	1.1
CCc1ccc(C(CC(=O)c2ccc(Cl)cc2)C(=O)O)cc1 (centres undefined)	5	-2.1	1	-1	-0.1	0	0	0.1	-1.3	-2.2	1.8
Cc1ccc(OCC(=O)N2c3ccccc3NC(=O)C2(C)C)c([N+](=O)[O-])n1	0	0.4	-4	0	-1.6	-1	-5	2.5	-1.8	-2.2	1.1
O=C(/C=C/c1ccc(F)cc1)N1CCN(S(=O)(=O)/C=C/c2ccccc2)CC1	3	2.5	-17	1	-0.8	-7	-31	-0.8	-1.0	-2.8	2.2
CC1CCN(CCNC(=O)C2CCCN(S(=O)(=O)c3cccc4nsnc34)C2)CC1 (centres undefined)	0	1.7	5	6	-0.5	-2	4	-0.4	-1.4	-1.9	1.3
Cc1[nH]nc2c1C(c1ccc3c(c1)OCO3)C(C#N)=C(N)O2 (centres undefined)	1	0.6	4	-4	0.1	6	8	1.2	-1.0	0.1	-3.5
CC(C)n1cc(/C=C/c2cc[n+](C)cc2)c2ccccc21	-3	-7.7	0	-78	-1.4	3	-9	-3.0	-1.3	-3.0	-1.9
CNC(=O)c1ccccc1NC(=O)c1cccc(S(=O)(=O)N2CCC(C)CC2)c1	-1	-2.4	4	-21	-0.7	8	1	-1.6	-1.9	-2.2	2.6
O=C(NNC(=O)c1cc(-c2ccco2)nc2ccccc12)c1ccccc1	1	-0.1	4	4	-0.1	i	2	2.6	-0.6	-0.2	2.2
CC(=O)N1CCCc2ccccc21	2	0.7	3	0	0.4	1	2	0.4	-1.5	-1.5	1.2
CC(=O)c1cccc(NC(=O)N2CCC(NC(=O)C34CC5CC(CC(C5)C3)C4)CC2)c1	4	-3.8	11	0	-0.2	-1	-1	-1.3	-1.0	-1.4	1.6
CC1CN(C(=O)c2cc3cc([N+](=O)[O-])ccc3s2)CC(C)O1 (centres undefined)	-1	-0.1	-2	3	-0.2	2	2	-0.2	-1.8	-0.6	-0.5
CC(O)CNc1nc2ccccc2n1CC(=O)NCCc1ccc(Cl)cc1 (centres undefined)	0	-1.9	1	-4	-0.3	4	6	0.5	0.3	-0.1	-1.2
Cc1ccc2nc3c(cc2c1)c(C)nn3-c1ccccc1	2	2.1	-2	12	0.6	-16	-4	0.3	0.3	3.2	1.0
Cc1cc(OCc2cc(C(=O)NCc3csc(C(C)C)n3)no2)cc(C)c1Cl	-1	-1.2	2	-14	-1.1	13	4	0.2	-1.2	-1.8	-1.1
COc1ccc(-c2noc(CCC(=O)NCC3CCCO3)n2)cc1OC (centres undefined)	1	-3.2	-2	1	0.1	-10	3	0.5	-1.0	-0.1	0.4
COc1ccc(Nc2cc(C(=O)NCCCOC(C)C)c3ccccc3n2)c(OC)c1	-2	-1.0	1	-1	-0.6	4	1	0.3	-2.0	-1.8	-0.6
c1ccc(-n2nnc(-c3cccnc3)n2)cc1	5	11*	-11	11	0.8	6	-2	3.4	-0.1	3.6	5.0
COc1ccc(-c2cc(C(=O)NN)[nH]n2)cc1	5	4.7	-2	-2	0.9	-5	0	0.1	-1.8	0.8	2.1
Nc1ccc2c(c1)C(=O)c1ccc(N)cc1-2	8	1.7	-10	4	-0.1	-5	-15	3.3	-0.7	0.1	5.0
COc1ccc(NC(=O)CSc2ccc3nnc(-c4ccccn4)n3n2)cc1	4	0.4	-9	5	-1.4	4	2	0.0	-1.0	1.4	1.0
C=CCOc1ccc(/C=C2\SC(N3CCCCC3)=NC2=O)cc1	2	0.0	-13	3	0.0	8	-12	-0.3	-1.9	-0.2	3.0
Cc1ccc2nc(SCC(=O)N3CCCc4ccccc43)nc(=O)n2c1	3	1.4	4	3	-0.5	-1	1	-0.1	-0.7	-0.1	0.1
CC(=O)C1=C(Nc2ccc(C)cc2)CC(C)(O)C(C(C)=O)C1c1ccco1 (centres undefined)	-3	0.8	-8	5	0.6	6	0	0.4	-0.9	1.7	2.2
COc1cc(OC)cc(C(=O)N[C@H](C(=O)OCC(=O)c2ccc(C)c([N+](=O)[O-])c2)C(C)C)c1	0	-2.2	-6	-23	-0.6	-5	-18	0.4	0.0	1.2	0.3
Cc1cnc(C)c(Nc2nc(C(N)Cc3ccccc3)cs2)n1 (centres undefined)	-2	-0.5	-1	3	-0.1	-10	-5	.	-1.6	-0.8	-2.7
O=C(Nc1ccc2c(c1)OCO2)N1CCN(C/C=C/c2ccccc2)CC1	-2	2.6	-1	0	0.2	-2	0	0.1	-0.2	-0.8	2.2
COc1cccc(N2CCN(C(=S)Nc3ccccc3OC)CC2)c1	0	-0.6	0	2	-0.1	1	4	2.4	-1.6	-0.9	-0.7
Cc1ccc(OCc2nnc(SCC(=O)Nc3ccc(N4CCOCC4)cc3)o2)cc1	0	2.3	3	0	-0.8	-9	3	0.0	-0.9	-1.9	-0.8
COc1ccc(NC(=O)CN(c2ccccc2F)S(=O)(=O)c2ccc(C)cc2)c(OC)c1	-3	-0.1	-1	4	-0.1	10	-2	-1.8	-1.3	0.4	-0.5
Cc1cc(/C=N/NC(=O)CC#N)c(C)n1-c1ccc([N+](=O)[O-])cc1	-4	0.7	2	-12	-0.1	-1	-3	0.5	-2.0	-1.7	2.0
CCCCNC(=O)COC(=O)c1c2c(nc3ccccc13)/C(=C\c1cccs1)CC2	0	-4.7	2	-16	-4.0	-22	13	-1.3	-1.3	-2.8	-0.7
COc1cccc(C(=O)N2CCC[C@@H]2C(=O)N2CCC[C@H]2C(=O)NCc2ccncc2)c1	-8	1.7	-2	13	-0.3	2	-2	.	-0.7	-0.7	.
O=C(CSc1nc2ccccc2nc1SCC(=O)N1CCOCC1)N1CCOCC1	0	-1.8	6	-2	-0.5	7	4	0.5	-1.3	0.1	-1.0

5 entries already listed, ordered by length of the SMILES, highest first:
SMILES	SMARCA2 act	hgDAF12 agonist	NPR2 activator	HGIII-sPLA2 inh	DAX1 inh-1	ADAM10 inh	GC-A act	DAX1 inh-2	ssDAF12 agonist	hcDAF-12 act	FXN GAA850 act
COc1ccc(C(=O)Nc2nc(-c3ccc([N+](=O)[O-])cc3)c(-c3ccc(OC)cc3)s2)cc1	-2	-3.8	3	4	0.0	-5	-1	-0.3	-0.6	0.4	0.6
COc1cccc(C(=O)N2CCC[C@@H]2C(=O)N2CCC[C@H]2C(=O)NCc2ccncc2)c1	-8	1.7	-2	13	-0.3	2	-2	.	-0.7	-0.7	.
CC1CCN(CCNC(=O)C2CCCN(S(=O)(=O)c3cccc4nsnc34)C2)CC1 (centres undefined)	0	1.7	5	6	-0.5	-2	4	-0.4	-1.4	-1.9	1.3
CSc1nc(-c2ccccc2)nc2c1COC(C)(C)C2	1	-1.0	-4	-6	-0.7	2	-3	0.1	-0.6	-1.2	1.1
Cc1cccc(C(=O)NCC2CCCO2)c1 (centres undefined)	2	2.6	2	5	0.4	-6	4	0.0	-0.9	0.1	1.1

More entries follow:
SMILES	SMARCA2 act	hgDAF12 agonist	NPR2 activator	HGIII-sPLA2 inh	DAX1 inh-1	ADAM10 inh	GC-A act	DAX1 inh-2	ssDAF12 agonist	hcDAF-12 act	FXN GAA850 act
COc1cc2c(cc1OC)CN(C(=S)Nc1ccc(Cl)cc1)CC2	-6	-2.1	-9	-2	-0.6	-12	6	-1.7	-1.4	-2.5	2.9
Cc1nc(C(=O)Nc2ccc(Cl)cc2)sc1C1(C)CC(c2cccc([N+](=O)[O-])c2)=NO1 (centres undefined)	0	-0.2	3	-4	-0.8	2	-1	0.3	-1.7	-2.8	-1.3
O=C(O)CC(c1cccc(Cl)c1)n1cccc1 (centres undefined)	-2	0.9	-1	-4	-0.3	-3	-2	0.4	-1.1	0.2	0.9
O=[N+]([O-])c1ncn(Cc2ccccc2Cl)n1	-4	-0.2	3	-1	0.3	5	4	0.2	-0.1	-1.0	1.6
O=C(N/N=C\c1coc2ccccc2c1=O)c1ccco1	-1	-1.3	3	-3	0.7	0	6	-0.7	-1.5	1.0	4.5
O=[N+]([O-])c1cc(S(=O)(=O)N2CCCCCC2)ccc1Cl	3	0.4	25	-3	-0.3	-5	8	0.4	-1.0	-1.0	-0.7
O=C(C1CC1)N1CCN=C1SCc1ccccc1Cl	1	-1.7	-1	6	-0.5	-8	2	4.1	-1.7	2.0	-0.8
Cc1cc(NC(=O)CC(C)C)c(=O)n(Cc2cccc(F)c2)c1	-3	0.7	3	-2	-0.2	-3	0	3.9	-1.6	-1.7	1.3
C/C(=N\NC1=NCCN1)c1ccc(Cl)cc1	-3	0.1	-8	5	0.2	-4	-2	0.9	-1.1	0.1	2.5
CCCCSc1nnc(CNC(=O)C23CC4CC(CC(C4)C2)C3)n1Cc1ccccc1	-2	-3.5	-6	-16	-0.5	16	5	-0.9	-2.7	-2.5	2.1
